N370S GC mod – inhibits or activates N370S mutant glucocerebrosidase; N370S GC spleen homogenate, 4MU-glucoside fluorescence; AID 2101; 0.092% of 330,000 active; P04062; Potency, µM (doses to about 59.4 µM), without a hit: at the highest dose activity change, negative = inhibition, usual class: inhibitors;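 further: 0% = full enzyme activity and -100% = no enzyme basal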
TDP1 cell CPT – growth inhibition of DT40 Tdp1-/-;hTDP1 cells with camptothecin (screen for TDP1 inhibitors). chicken DT40 Tdp1-/-;hTDP1 cells + 20 nM CPT, ATP luminescence, 48 h. Potency, µM (series often up to 46.2 µM), inactives show top-dose activity change, negative = growth inhibition, hits mostly inhibitors. 12% of 420,000 active. AID 686979; further: nearly all actives have a fitted effect of over 55% in size
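Cell growth measured by CellTiter-Glo luminescence after a minimum 48 h, 37 C compound exposure with 20 nM CPT in Tdp1-knockout DT40 cells stably expressing hTDP1, seeded 400/well; qHTS titration format.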
FEN1 inh – human FEN1 inhibition; P39748; Recombinant FEN1 flap cleavage, fluorescence, 15 min; Potency, µM (highest dose often 114 µM), for the others: at the highest dose activity change, negative = inhibition, most hits filed as inhibitors; 0.35% of 390,000 active; further: nearly all actives have a fitted effect of over 65% in size
Target sequence (P39748 whole entry, looked up): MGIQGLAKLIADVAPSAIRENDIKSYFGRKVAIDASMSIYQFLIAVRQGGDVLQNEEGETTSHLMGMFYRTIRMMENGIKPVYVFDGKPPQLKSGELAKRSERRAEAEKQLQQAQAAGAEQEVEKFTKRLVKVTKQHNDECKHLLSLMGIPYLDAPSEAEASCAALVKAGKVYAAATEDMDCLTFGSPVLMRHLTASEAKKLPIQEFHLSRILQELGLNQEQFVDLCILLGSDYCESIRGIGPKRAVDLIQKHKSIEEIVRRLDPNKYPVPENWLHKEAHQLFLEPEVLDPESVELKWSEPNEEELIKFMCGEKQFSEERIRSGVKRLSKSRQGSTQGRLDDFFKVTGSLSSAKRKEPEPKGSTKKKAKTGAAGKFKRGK
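Reaction started by adding substrate (50 nM final) to 10 nM enzyme after 15 min room-temperature compound preincubation. Reads at 0 and 15 min, with data normalized and fitted to a four-parameter Hill equation.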
* hit, by the source's call; ? = inconclusive; / = not tested or not shown; & = joins results of further samples. The call rests on the fitted dose curve; in most records, active means well fitted curve in the direction sought with a large enough effect; inconclusive means small, poorly fitted or top-dose-only effect, or another doubt; inactive means no such curve, though single readings can be large; an effect the other way counts as inactive or inconclusive. Unless noted, on the % scale 0 is the no-effect control and ±100 the full control effect; potency means the concentration at half of the fitted maximal effect.

SMILES	N370S GC mod	TDP1 cell CPT	FEN1 inh
NS(=O)(=O)c1ccc(CCNC(=O)CNCCc2ccc(C(F)(F)F)cc2)cc1	-6%	?	14%
CCOC(=O)C1CCN(C(=O)c2ccccc2NS(=O)(=O)c2ccc(F)cc2)CC1	6%	1%	-2%
CCCCNC(=O)C(=O)NCc1ccncc1	-15%	-4%	-3%
O=C(CC1S/C(=N/N=C/c2cccs2)NC1=O)Nc1ccc(Cl)c(Cl)c1 (stereo not drawn)	-1%	?	2%
COc1cc(-c2nc3ccc4ccccc4c3c3c2CCC3)cc(OC)c1O	-14%	21µM*	-17%
COc1ccc(-c2cc3nc(C)c(CCC(=O)NC(C)c4ccccc4)c(C)n3n2)c(OC)c1 (stereo not drawn)	/	-23%	-20%
COc1ccc(-c2nc3c(c(SC)n2)Cc2c(CO)cnc(C)c2O3)cc1	/	-6%	-3%
Cc1c(CN2CCC(n3nccc3NC(=O)C3CC3)CC2)[nH]c2ccccc12	0%	-17%	-12%
O=C1CCCN1CCC1CCN(C(=O)Nc2ccccc2)CC1	2%	-21%	-6%
CC(C)c1nc(SCC(=O)Nc2nccs2)c2ccccc2n1	0%	-25%	3%
O=c1[nH]c(=S)[nH]c2n[nH]nc12	/	12%	-22%
Cc1ccc(SCCNC(=O)/C=C/c2ccc(Cl)cc2)cc1	8%	-20%	-2%
COC(=O)c1sc(NC(=O)C2c3ccccc3Oc3ccccc32)c(C(=O)OC)c1C	3%	?	-6%
Cc1[nH]c2ccccc2c1C(=O)C(=O)N1CC=C(c2ccccc2)CC1	29%	15µM*	1%
O=S(O)CO	0%	14%	/
COc1ccc(N2CC(O)=C(c3nc(-c4ccc(F)cc4)cs3)C2=N)cc1Cl	11%	?	-4%
CC(C)c1ccc(NC(=O)C[n+]2ccn(C3=C([O-])c4ccccc4C3=O)c2)cc1	-3%	-1%	-20%
O=S(=O)(/C=C/c1ccccc1)NC1CCCCCC1	-10%	-7%	-5%
CCn1c(CNC(=O)c2ccccc2F)nnc1SCC(=O)NC1CCCCC1	8%	-16%	22%
NNC(=O)c1snnc1-c1ccccc1	4%	0%	-10%
O=C(c1c(Cl)cccc1Cl)N1CCN(c2cccc3[nH]ccc23)CC1	9%	-6%	11%
CCCCN(C)C1CCN(C(=S)Nc2cccc(OC)c2)CC1	7%	4%	7%
CCOC(=O)c1c(C)[nH]c(C)c1S(=O)(=O)N1CCCC(C(=O)N2CCN(c3ccc(Cl)cc3)CC2)C1 (stereo not drawn)	/	16µM*	-6%
CCOC(=O)CC(C(=O)OCC)P(=O)(c1ccccc1)c1ccccc1 (stereo not drawn)	15%	-1%	8%
CC(C)C[C@@H](CNCC(=O)[C@H](Cc1ccccc1)NC(=O)c1[nH]cnc1C(=O)N[C@@H](C)CN)NC(=O)c1nc[nH]c1C(=O)N[C@@H](CC(=O)O)C(=O)O	/	-19%	13%

Three compounds drawn at random from the list so far, as already listed:
SMILES	N370S GC mod	TDP1 cell CPT	FEN1 inh
COc1cc(-c2nc3ccc4ccccc4c3c3c2CCC3)cc(OC)c1O	-14%	21µM*	-17%
CCOC(=O)C1CCN(C(=O)c2ccccc2NS(=O)(=O)c2ccc(F)cc2)CC1	6%	1%	-2%
CC(C)c1nc(SCC(=O)Nc2nccs2)c2ccccc2n1	0%	-25%	3%

The listing picks up with the 7 entries that preceded the break.
SMILES	N370S GC mod	TDP1 cell CPT	FEN1 inh
CCn1c(CNC(=O)c2ccccc2F)nnc1SCC(=O)NC1CCCCC1	8%	-16%	22%
NNC(=O)c1snnc1-c1ccccc1	4%	0%	-10%
O=C(c1c(Cl)cccc1Cl)N1CCN(c2cccc3[nH]ccc23)CC1	9%	-6%	11%
CCCCN(C)C1CCN(C(=S)Nc2cccc(OC)c2)CC1	7%	4%	7%
CCOC(=O)c1c(C)[nH]c(C)c1S(=O)(=O)N1CCCC(C(=O)N2CCN(c3ccc(Cl)cc3)CC2)C1 (stereo not drawn)	/	16µM*	-6%
CCOC(=O)CC(C(=O)OCC)P(=O)(c1ccccc1)c1ccccc1 (stereo not drawn)	15%	-1%	8%
CC(C)C[C@@H](CNCC(=O)[C@H](Cc1ccccc1)NC(=O)c1[nH]cnc1C(=O)N[C@@H](C)CN)NC(=O)c1nc[nH]c1C(=O)N[C@@H](CC(=O)O)C(=O)O	/	-19%	13%
Cc1ccsc1C(=O)OCC(=O)Nc1c(C)n(C)n(-c2ccccc2)c1=O	10%	9%	2%
CS(=O)(=O)N1CCC[C@@]2(CCN(c3ccncc3)C2)C1	-1%	-4%	/
COc1ccc2cc(C(=O)OC(C)C)sc(=O)c2c1OC	2%	-12%	1%
O=C(N/C(=C\c1ccc([N+](=O)[O-])cc1)C(=O)N1CCCCC1)c1ccccc1Br	-23%	-21%	-19%
COc1ccc(Cl)cc1-c1nc(SCC(N)=O)n[nH]1	-3%	8%	-8%
COc1cccc(/C=N/NC(=O)C(=O)Nc2ccccc2OC(F)(F)C(F)F)c1O	1%	3.3µM*	-10%
Cc1ccc(N=Nc2c(=O)[nH]n3c(C)cc(C)nc23)cc1	-3%	-12%	3%
O=C(NC(Cc1ccccc1)c1nc2ccccc2[nH]1)c1cccc([N+](=O)[O-])c1 (stereo not drawn)	7%	21µM*	-9%
CC1CCN(C(C)C(=O)Nc2ccccc2-c2ccccc2)CC1 (stereo not drawn)	7%	?	-8%
O=C(CN1CCN(S(=O)(=O)c2cccc(Br)c2)CC1)N1CCCCC1	/	-25%	10%
COc1cc(OC)cc(C(=O)N2CCN(S(=O)(=O)c3ccc(Cl)s3)CC2)c1	/	3%	0%
CCOC(=O)c1cc2c(c(CCO)n1)[C@H](CCO)N(S(=O)C(C)(C)C)C2 (stereo partly drawn)	/	-9%	-23%
O=C(NCCc1ccccc1)c1ccc2c(c1)N(Cc1c(F)cccc1Cl)C(=O)CS2	/	15µM*	4%
O=C(O)c1ccc(-n2c(/C=C\c3ccc(O)cc3)nc3ccccc3c2=O)cc1	/	-5%	-9%
O=C(CN1C(=O)/C(=C\c2cccc(Cl)c2)Sc2ccccc21)NCCCN1CCOCC1	2%	23µM*	14%
O=C(Cc1ccc(Cl)c(Cl)c1)Nc1ccccc1N1CCCC1	2%	15µM*	-21%
CCn1c(=O)c(C(=O)NCCCc2ccccc2)c(O)c2ccccc21	-3%	-23%	-11%
CSc1nsc(N/N=C/c2ccc3c(c2)OCO3)c1C#N	-2%	-8%	6%
CCOC(=O)Cc1csc(NC(=S)NC(=O)c2cc(OC)cc(OC)c2)n1	0%	-28%	-1%
NC(=O)c1ccccc1NC(=O)CN1CCOCC1	0%	2%	-9%
Cc1ccc(C)c(C(C)NC(=O)C2CC=CCC2C(=O)O)c1 (stereo not drawn)	/	-20%	-16%
CC1CCCCN1C(=O)CCS(=O)(=O)c1cccc2nonc12 (stereo not drawn)	-2%	21%	-1%
COc1cc(/C=C/C(=O)Oc2coc(CSc3ncccn3)cc2=O)cc(OC)c1OC	0%	-1%	-11%
COc1ccc(-c2[nH]ncc2CN(C)CCCN2CCOCC2)cc1F	2%	18%	1%
CCc1cc(Br)ccc1NC(=O)C1CCCO1 (stereo not drawn)	-3%	7%	4%

Profiles as entered above. Screens in order: N370S GC mod | TDP1 cell CPT | FEN1 inh
Results for `COc1ccc2cc(C(=O)OC(C)C)sc(=O)c2c1OC` → 2% | -12% | 1%
Results for `CC1CCN(C(C)C(=O)Nc2ccccc2-c2ccccc2)CC1` (stereo not drawn) → 7% | ? | -8%
Results for `NC(=O)c1ccccc1NC(=O)CN1CCOCC1` → 0% | 2% | -9%

Continued.
SMILES	N370S GC mod	TDP1 cell CPT	FEN1 inh
O=C(Nc1ccc(Cl)c(Cl)c1)Nc1cc(S(=O)(=O)N2CCOCC2)ccc1N1CCCC1	-28%	?	-16%
Cc1ccc(NCCCCO)cc1C	-2%	6%	10%
COc1ccc(C2CCCN2C(=S)Nc2c(C)cccc2C)cc1OC (stereo not drawn)	3%	5%	-3%
CCOc1ccc(S(=O)(=O)n2nnc3ccccc32)cc1C	6%	4%	1%
CCCCCCCN1C2=NCCN2c2ccccc21	-2%	12µM*	-4%
Nc1nc(N2CCN(c3ccc(Cl)cc3)CC2)n[nH]1	-7%	8%	-2%
O=S1(=O)CCC(NC(=S)N2CCOCC2)C1 (stereo not drawn)	6%	3%	1%
CN1CCN(S(=O)(=O)c2cccc(C(=O)Nc3sc4c(c3-c3nc5ccccc5[nH]3)CCCC4)c2)CC1	11µM*	15µM*	0%
COc1cc(NC(=S)N2CCC(C(N)=O)CC2)c(OC)cc1Cl	1%	4%	-5%
O=C(O)c1ccc(NC(=O)c2cccc(C(=O)Nc3ccc(C(=O)O)cc3)c2)cc1	-21%	1%	12%
COc1nnc(-c2ccccc2)s1	?	-5%	0%
Cc1ccc(C)c(NC(=O)CCN2CCN(c3ccccc3F)CC2)c1	-25%	-16%	16%
CCC[n+]1c2ccccc2cc2ccccc21	?	2.9µM*	?
CSCCC(N=C(NS(=O)(=O)c1ccccc1)c1ccccc1)C(=O)O (stereo not drawn)	7%	-22%	-5%
COc1ccc(S(=O)(=O)Nc2ccccc2C)cc1	16%	?	-2%
Cc1ccc(Cl)cc1NC(=O)C1CCCN(c2cnccn2)C1 (stereo not drawn)	-6%	?	-3%&7%
Cc1ccc(C(=O)CC(C(=O)O)n2ccc(C)n2)cc1 (stereo not drawn)	0%	-5%	1%
COc1ccc(C)cc1NS(=O)(=O)c1ccc2c(c1)CCN2C(C)=O	-2%	?	-8%
Cc1nn(-c2ccccc2)c(N2CCCC2)c1/C=N/NC(=S)Nc1ccc(F)cc1	/	5.8µM*	-4%
CC(=O)c1ccc(N2CCN(c3nc4c(S(=O)(=O)c5ccc(C)c(C)c5)nnn4c4ccc(Cl)cc34)CC2)cc1	/	0%	-8%
CC(C)(C)c1ccc(OCC(O)CN2CCOCC2)cc1 (stereo not drawn)	/	-11%	0%
Cc1cc(OCc2nc(-c3cccnc3)no2)c(C)cc1Br	3%	-4%	4%
CCCCn1c(N)c(N(CCOC)C(=O)C2CCN(C(=O)c3ccc(F)cc3)CC2)c(=O)[nH]c1=O	-15%	-2%	-1%
CCCC[C@@H](CNC)NC[C@H](NCCCCC1CCCCC1)C(C)C	-7%	6.5µM*	11%
CCc1c(C(C)=O)oc2ccc3c(C)cc(=O)oc3c12	-3%	-5%	16%

New compounds follow
SMILES	N370S GC mod	TDP1 cell CPT	FEN1 inh
COc1cccc(NS(=O)(=O)c2ccc3c(c2)[C@H]2C=CC[C@H]2[C@@H](c2ccccc2Cl)N3)c1	/	8.2µM*	3%
COc1ccccc1C(=O)NC(=O)CSc1nncn1C(C)C	-6%	-2%	-8%
C#CCOCCOCCOCCNc1nc(N2CCN(C(=O)[C@H]([C@@H](C)CC)n3cc(CCCCN)nn3)CC2)nc(N2CCN(C(=O)[C@H](C)n3cc(CCC(=O)O)nn3)CC2)n1	6%	?	-5%
Cc1ccc2c(=O)c(C(=O)c3cccc(Cl)c3)cn(CC(=O)NCc3ccccc3)c2n1	/	-3%	-11%
Cc1ccc(C)c(-n2ccnc2SCC(=O)O)c1	-1%	-7%	1%
Cc1ccc(C(=O)COc2ccccc2C(=O)Nc2ccccc2)cc1	8%	?	-6%
COc1ccc(C(=O)Nc2ccnn2C2CCN(C(=O)C3CCOC3)CC2)cc1 (stereo not drawn)	1%	-16%	-18%
CC(=O)C[C@H](O)CC(=O)[C@H]1OC(=O)CCCCCCCCc2ccccc21	/	?	-16%
COc1ccc(S(=O)(=O)N2CCCC(C(=O)Nc3ccc(NC(=O)c4ccccn4)cc3)C2)cc1 (stereo not drawn)	-26%	7.3µM*	8%
Cc1nn(-c2ccccc2)c2sc(C(=O)c3c(N)n(C)c(=O)n(C)c3=O)cc12	1%	?	7%
CN(C)CC1CC/C(=C\c2ccc(O)cc2)C1=O (stereo not drawn)	/	0.58µM*	56µM*
CN(c1ccc(C(=O)NCCSCc2ccccc2)cc1)S(=O)(=O)c1ccccc1	-3%	?	-11%
COC(=O)C1C(=O)c2c([nH]c(C(=O)OC3CCCC3C)c2C)CC1C (stereo not drawn)	7%	16µM*	4%
COc1ccc(N2C(=O)NC(NS(=O)(=O)c3ccc(Cl)cc3)(C(F)(F)F)C2=O)cc1 (stereo not drawn)	-1%	4%	6%&1%
COc1ccc(/C=C/c2onc(C)c2S(=O)(=O)N2CCC(C(=O)N3CCCCCC3)CC2)cc1	-8%	?	-20%

These rows are one share of the data; count on the stated rates, not on these rows.
